High-throughput results: PubChem, National Center for Advancing Translational Sciences (NCATS)
A-T KAP1 phos: potential ataxia-telangiectasia treatments restoring KAP-1 phosphorylation; 0.19% of 320,000 active; Potency, µM (highest dose often 57.5 µM), for inactives: at the top dose activation, actives largely listed as activators; […] A-T fibroblasts, KAP-1 phosphorylation AlphaLISA; neocarzinostatin DNA damage 30 min before lysis; further: potency means the concentration at half of the fitted maximal effect; % of control where 0% means no effect; nearly all actives have a fitted effect of over 45% in size
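hTERT-immortalized A-T patient fibroblasts ([…]), 500 cells/well in OPTI-MEM, 1% FBS, got compounds for 60 min, then NCS for 30 min at 37C. Lysates were then assayed for phospho-KAP-1 by AlphaLISA (anti-pKAP1 donor, anti-KAP1 acceptor beads), 6 hr at 25C.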
TCR activator: activates T cell receptor signaling; primary human leukocytes, anti-CD3, IL-2 HTRF, 48 h; Potency, µM (doses to about 9.22 µM), for the others: at the highest dose activation of IL-2 secretion, most hits filed as activators; 330,000 tested, under 10 active; AID 504894; further: % of control where 0% means no effect
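Human primary leukocytes + a-CD3 beads + cpd, 48 hr; IL-2 in supernatant by HTRF (ex 320nm / em 665nm). No co-stimulatory signal supplied.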
TSG101-PTAP inh: blocks PTAP/TSG101 interaction to inhibit HIV-1 budding. Potency, µM (doses to about 115 µM), without a hit: top-dose activity change, negative = inhibition, hits mostly inhibitors. 340,000 tested, under 10 active. Fluorescence polarization, FITC-PTAP peptide / Tsg101 binding; active means well fitted inhibition curve with a large enough effect in the main read-out, with a control signal flat, not every such curve was filed as active; inconclusive means small, poorly fitted or top-dose-only effect, or effect the other way, or a change in a side signal; inactive means no such curve, though single readings can be large or run the other way; further: potency means the concentration at half of the fitted maximal effect; % of control where 0% means no effect
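Tsg101 binding domain (10 uM final) was mixed with compound and a FITC-labeled PTAP peptide (50 nM final) in HEPES pH 7.5 buffer with NaCl, Tween 20, EDTA and TCEP; fluorescence polarization was read after 20 min at r.t.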
ELG1 repair inh: blocks ELG1-dependent DNA repair in HEK293T cells. HEK293T ELG1-luciferase reporter, luminescence, 16 h; DNA damage induced by 5-fluorouridine. Potency, µM (titrated, usually from 46.1 µM), for the others: at the top dose activity change, negative = inhibition, most hits filed as inhibitors. 2.3% of 330,000 active; further: potency means the concentration at half of the fitted maximal effect; on the % scale 0 is the no-effect control and ±100 the full control effect; nearly all actives have a fitted effect of over 55% in size
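Reporter activity after DNA damage by 5-fluorouridine is monitored. Compound-treated cells incubate 16 hr at 37 °C, then ONE-Glo is added for 30 min before luminescence reading.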
Eya2 inh: Eya2 (human) phosphatase inhibition; O00167; recombinant Eya2, OMFP fluorescence dephosphorylation (OMFP is methylfluorescein phosphate); Potency, µM (doses to about 76.9 µM), for the others: at the top dose activity, negative = inhibition, usual class: inhibitors; 0.006% of 330,000 active; further: potency means the concentration at half of the fitted maximal effect; on the % scale 0 is the no-effect control and ±100 the full control effect
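Eya2 protein (added as 0.2 uM solution) was preincubated with compound for 10 min at ambient temperature in 50 mM HEPES pH 7.5, 50 mM NaCl, 5 uM MgCl2, 0.05% BSA, 1 mM DTT. OMFP (added at 50 uM) then reacted 10 min; fluorescence read at 485/525 nm.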
BCR signal inh: blocks chronic active B-cell receptor signaling; ABC-DLBCL IkBa-CBG/CBR reporter, luminescence ratio, 4 h; Potency, µM (top dose mostly 46.1 µM), inactives show at the highest dose ratio change, negative = lower green/red ratio, most hits filed as inhibitors; 0.05% of 340,000 active; active means well fitted inhibition curve with a large enough effect in the signal ratio, with a control signal flat, not every such curve was filed as active; inconclusive means small, poorly fitted or top-dose-only effect, or effect the other way, or a change in a side signal; the % refers to the signal ratio;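 further: potency means the concentration at half of the fitted maximal effect; plate controls were basal doxycycline-induced cells for no effect and cells given 10 µM MG132 for full effect; MG132 reads +100%, hits lower the ratio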
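TMD8 ABC-DLBCL cells carrying doxycycline-inducible green luciferase fused to IkappaBalpha plus unfused red luciferase were exposed to compounds (up to 46 uM) for 4 hrs at 37C. Activity came from the overlap-corrected green/red luminescence ratio.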
a7 integrin act: integrin-mediated muscular dystrophy alleviation activation. Potency, µM (series often up to 38.3 µM), without a hit: at the top dose activation, most hits filed as activators. alpha7betagal myoblasts, beta-gal FDG fluorescence, 48 h. 0.064% of 350,000 active. AID 624291;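 further: potency means the concentration at half of the fitted maximal effect; 100% = response of the positive control SU9516; nearly all actives have a fitted effect of over 60% in size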
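alpha7betagal+/- myoblasts (passage 13, 250/well) treated 48 h at 37C with compounds at 1:260 dilution of DMSO stock. Lysed, then beta-galactosidase activity read as FDG fluorescence (ex 480/em 540) after 30 min, with pre-read for autofluorescence.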
S-ASM inh: blocks human secretory acid sphingomyelinase; placental ASM, HMU-PC fluorogenic substrate, 60 min; Potency, µM (top dose mostly 57.5 µM), without a hit: at the highest dose activity change, negative = inhibition, usual class: inhibitors; 0.006% of 340,000 active; AID 504937; further: potency means the concentration at half of the fitted maximal effect
Target sequence (P17405 47-631 limits assumed): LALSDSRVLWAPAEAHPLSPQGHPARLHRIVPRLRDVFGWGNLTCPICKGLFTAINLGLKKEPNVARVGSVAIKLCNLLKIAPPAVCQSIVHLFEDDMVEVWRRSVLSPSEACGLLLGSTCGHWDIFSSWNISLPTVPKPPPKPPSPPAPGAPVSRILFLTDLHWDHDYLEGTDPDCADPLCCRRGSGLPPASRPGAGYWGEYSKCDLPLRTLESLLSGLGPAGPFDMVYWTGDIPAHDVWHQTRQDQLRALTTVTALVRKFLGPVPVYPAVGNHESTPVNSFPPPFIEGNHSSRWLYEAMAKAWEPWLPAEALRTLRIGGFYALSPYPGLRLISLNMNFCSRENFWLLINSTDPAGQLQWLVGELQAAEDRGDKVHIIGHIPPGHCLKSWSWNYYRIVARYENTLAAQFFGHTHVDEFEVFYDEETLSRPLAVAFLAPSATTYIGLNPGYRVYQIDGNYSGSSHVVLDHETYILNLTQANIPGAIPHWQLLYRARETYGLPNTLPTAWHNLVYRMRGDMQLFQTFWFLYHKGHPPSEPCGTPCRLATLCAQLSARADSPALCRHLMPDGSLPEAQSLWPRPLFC
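qHTS format. ASM enzyme prepared from human placenta hydrolyses the fluorogenic substrate HMU-PC0 (9 uM final) over 60 min at 37 °C after a 10 min compound preincubation.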
TSHR antag: blocks TSH signaling through the human TSH receptor; TSHR-expressing cells, TSH-stimulated cAMP HTRF, 2 h; hits give low values; activity change, negative = inhibition, % at 11.5 µM; 0.2% of 330,000 active; AID 504810;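 active means activity change below a set negative limit, meaning inhibition stronger than a set level, cut at about -70% in these data; inconclusive means activity change between two set negative limits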; further: on the % scale 0 is the no-effect control and ±100 the full control effect
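TSHR-expressing cells, 200/well, pre-treated with compound, then stimulated with EC80 TSH (4nM final) for 2 hours at 37 deg C. cAMP measured by competitive HTRF: anti-cAMP cryptate antibody in lysis buffer plus cAMP-d2, read after 30 minutes at room temperature.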
Tb PFK inh: blocks T. brucei phosphofructokinase | O15648 | T. brucei PFK, ADP-Glo luminescence | Potency, µM (titrated, usually from 57.5 µM), for the others: at the highest dose activity, negative = inhibition, actives largely listed as inhibitors | 0.17% of 330,000 active | AID 485367;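 further: potency means the concentration at half of the fitted maximal effect; 0% = uninhibited 1x PFK enzyme wells and -100% = no-enzyme wells; nearly all actives have a fitted effect of over 60% in size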
Target sequence (O15648 whole entry, looked up): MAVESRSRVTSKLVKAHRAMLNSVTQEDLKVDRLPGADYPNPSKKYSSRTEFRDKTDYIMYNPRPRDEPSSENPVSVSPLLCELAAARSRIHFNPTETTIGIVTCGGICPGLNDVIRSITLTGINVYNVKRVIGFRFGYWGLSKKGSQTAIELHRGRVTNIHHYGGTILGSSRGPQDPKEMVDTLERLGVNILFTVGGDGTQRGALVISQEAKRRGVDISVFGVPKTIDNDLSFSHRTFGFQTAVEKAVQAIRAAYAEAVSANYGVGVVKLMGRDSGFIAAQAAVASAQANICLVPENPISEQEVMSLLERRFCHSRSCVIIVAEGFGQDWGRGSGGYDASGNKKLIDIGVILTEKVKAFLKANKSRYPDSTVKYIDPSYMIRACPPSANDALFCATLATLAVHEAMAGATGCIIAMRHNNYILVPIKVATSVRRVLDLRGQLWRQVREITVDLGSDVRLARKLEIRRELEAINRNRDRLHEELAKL
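Activity is normalized to no-enzyme wells (full inhibition) and 1.25 nM enzyme wells (no inhibition). Reaction: 0.5 mM F6P, 0.1 mM ATP, 45 min RT, ADP-Glo luminescence; concentration-response curves fitted and classed by quality.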
Mito fusion act: inhibitors of mitochondrial division or activators of mitochondrial fusion; 0.23% of 320,000 active; Potency, µM (highest dose often 46.1 µM), for inactives: top-dose growth rescue (activation), most hits filed as activators; AID 485298; S. cerevisiae fusion-defective mutant growth rescue, CellTiterGlo 48 h;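 further: potency means the concentration at half of the fitted maximal effect; % of control where 0% means no effect; nearly all actives have a fitted effect of over 45% in size; temperature-sensitive fusion mutants such as fzo1-1 at 37 °C on non-fermentable ethanol glycerol medium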
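S. cerevisiae fusion-defective temperature-sensitive mutants (e.g. fzo1-1, mgm1-5) grown 48 h at 37C in YPEG (ethanol/glycerol non-fermentable) medium with 23 nl compound per well; growth rescue read as CellTiterGlo luminescence.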
An asterisk follows results filed as active; ? = inconclusive; nt = not tested or not shown; & = joins results of further samples; [ ] = dose if it differs, or a comment. Unless noted, the call rests on the fitted dose curve; in most records, active means well fitted curve in the direction sought with a large enough effect; inconclusive means small, poorly fitted or top-dose-only effect, or another doubt; inactive means no such curve, though single readings can be large; an effect the other way counts as inactive or inconclusive.

SMILES	A-T KAP1 phos	TCR activator	TSG101-PTAP inh	ELG1 repair inh	Eya2 inh	BCR signal inh	a7 integrin act	S-ASM inh	TSHR antag	Tb PFK inh	Mito fusion act
Cc1ccc2ccc(S(=O)(=O)n3nc(C)cc3C)cc2c1	-2%	-1%	-5%	-4%	-25%	1%	21%	-5%	-9	-1%	1%
CCOc1ccccc1NC(=O)CCCNC(=O)c1ccc(Cl)cc1	4%	3%	-4%	8%	-5%	?	-38%	1%	-11	-7%	-2%
S=C(NCCc1ccccc1)N1CCn2cccc2C1c1cccnc1 (stereo not drawn)	3%	2%	0%	?	6%	9%	0%	3%	-4	0%	9%
NC(=O)CC(NC(=O)c1ccccc1)c1ccc(NCCN2CCCCC2)c([N+](=O)[O-])c1 (stereo not drawn)	12%	-8%	-1%	?	-13%	-29%	-1%	-3%	43	0%	1%
CC(NC(=S)NCCCN1CCOCC1)C1CC2CCC1C2 (stereo not drawn)	-9%	1%	-9%	-10%	-1%	2%	1%	2%	0	-2%	-1%
Clc1cccc(CN2CCCCCC2)c1	2%	nt	-3%	21%	-3%	0%	?	-1%	-1	-3%	8%
CSc1nc2c(c(=O)[nH]c(=O)n2C)n1Cc1ccc(Cl)cc1	?	nt	-2%	6%	-1%	-5%	20%	-2%	0	-24%	4%
CCOC(=O)CSc1nc2c(c(=O)[nH]c(=O)n2C)n1CCCc1ccccc1	-11%	2%	-4%	-5%	-3%	0%	16%	-4%	-4	-2%	8%
Cc1c(C(=O)N2CCN(C)CC2)oc2c1C(=O)CC(C)(C)C2	-6%	6%	-8%	8%	-4%	?	-14%	2%	6	-7%	-1%
CCC1S/C(=N/N=C/c2ccco2)N(c2ccc(F)cc2)C1=O (stereo not drawn)	5%	-2%[46.1 µM]	-1%	14%	-2%	1%	10%	1%	5	1%	-1%
CCNC(=O)CN(CCc1ccccc1)S(=O)(=O)c1ccc(OC)cc1	1%	7%	-6%	1%	-13%	12%	1%	-1%	4	4%	2%
COc1ccc(C(=O)N(Cc2cccs2)C2CCS(=O)(=O)C2)cc1 (stereo not drawn)	3%	3%	-4%	14%	0%	6%	-46%[inhibitor]	-1%	1	-5%	1%
O=C(O)Cc1sc(-c2ccccc2)nc1-c1cccs1	-8%	-2%	-7%	13%	5%	14%	-8%	8%	-3	-7%	3%
CCOc1ccc(CCNC(=O)c2ccc3nc(CC)c(CC)nc3c2)cc1	5%	-2%	-12%	-6%	-3%	0%&8%	20%	-13%	0	2%	-1%
Cc1c(C(=O)Nc2ccccc2F)sc2ncn(CC(=O)N3CCCCC3)c(=O)c12	-7%	5%	0%	3%	-5%	-9%	-7%	0%	18	4%	-5%
Cc1nc(C(=O)NCc2ccccc2)sc1C1(C)CC(c2ccccc2)=NO1 (stereo not drawn)	9%	-3%	-6%	?	0%	-2%	0%	1%	21	5%	8%
CC(=O)N1CCN(C(=O)c2cc(S(=O)(=O)NCc3ccccc3)ccc2C)CC1	14%	1%	1%	-5%	6%	-4%	17%	nt	30	-2%	-2%
COc1ccc(C=O)cc1Cn1ccnc1C	2%[11.5 µM]	-5%	-4%	-6%	6%	0%	-7%	-4%	15	4%	1%
O=C(NCCOc1ccccc1F)c1cc(F)c(F)cc1Cl	4%	-1%[46.1 µM]	-2%	?	-23%	?	6%	1%	11	5%	2%
CCCCN(CC)CCNC(=O)c1cn(-c2ccc(Cl)cc2)c(=O)c2ccccc12	-3%	3%	3%	-1%	5%	10%	-41%	1%	7	3%	17%
C=CCn1c(NC)cc(=O)n(C)c1=O	-3%	-5%	-1%	7%	10%	2%	23%	4%	25	0%	0%
Cc1cc(C)cc(N(CCC(=O)Nc2nnc(C)s2)S(=O)(=O)c2ccc(Cl)cc2)c1	0%	-1%	-4%	?	-5%	-5%	-17%	0%	-6	2%	-2%
N#C/C(=N\Nc1cccc2ccccc12)c1nnc2n1CCCCC2	15%	9%[46.1 µM]	11%	-8%	-9%	?	36%	-20%	-22	7%	-1%
COc1cccc(Nc2nnc(Cc3cccnc3)c3ccccc23)c1	-1%	3%	-2%	-10%	-2%	?	-38%	-4%	-6	2%	-4%
N/C(=N\OC(=O)C1CCCCC1)c1ccncc1	0%	2%	0%	?	-13%	1%	3%	6%	-8	-1%	0%
Cc1nn2c(=O)cc(CSCC(=O)Nc3ccccc3F)nc2s1	13%	-2%	-5%	0%	-2%	-9%	21%	6%	-1	-13%	1%
COc1cccc(C(=O)Nc2cc(S(=O)(=O)N3CCCCC3)ccc2OC)c1	3%	3%	-4%	?	-7%	?	-6%	-4%	-7	0%	-4%
O=C(Cc1ccc(Cl)cc1)NCCS(=O)c1ccc(Cl)cc1 (stereo not drawn)	2%	-1%	-2%	-2%	-2%	1%	-24%	-1%	33	-15%	1%
COc1ccc(CN(C)S(=O)(=O)c2nnc(NC(=O)c3cccc(OC)c3)s2)cc1	5%	2%	1%	13%	0%	12%	15%	-6%	-28	0%	?
N#Cc1c(NC(=S)NC(=O)C2CCCC2)sc2c1CCCCC2	18%	3%[46.1 µM]	-1%	?	-17%	?	24%	-17%	6	-3%	10%
CCc1cc(CNC(=O)C2CCC(=O)N(CCc3cccc(F)c3)C2)on1 (stereo not drawn)	-5%	-5%	-1%	12%	19%	0%	3%	4%	9	-6%	5%
Cn1c(=O)n(C)c2cc(/C=N/NC(=O)c3cccc(Br)c3)ccc21	3%	0%	-12%	5%	-18%	-21%	-8%	21%	-2	-2%	0%
COc1ccc(OC)c(S(=O)(=O)N2CCC(C(=O)NCC3CCCO3)CC2)c1 (stereo not drawn)	-2%	1%	-14%	2%	0%	-3%	4%	2%	9	-9%	-1%
COc1ccccc1N(CC(=O)NC1CCCCC1)C(=O)CCC(=O)Nc1ccccn1	0%	-7%	0%	-10%	14%	?	14%	3%	1	-1%	0%
CN(CCC#N)C(=O)CSc1nnc(-c2ccco2)n1N	5%	-2%	-1%	1%	5%	6%	-28%	2%	-5	1%	-2%
CC(=O)Nc1ccc(NC(=O)COC(=O)c2ccccc2SCC(=O)N2CCCC2)cc1	8%	0%	-3%	-6%	-18%	?	23%	-1%	-4	-1%	3%
Cc1nc2ccccc2c2oc(C(=O)Nc3ccc(C(C)C)cc3)cc12	3%	2%	-11%	23µM*	-1%	13%	-2%	?	-21	-1%	-7%
CC(C)(C)C1CCC2(CC1)C(C#N)=C(SCC(=O)Nc1ccccc1)NC(=O)C2C#N (stereo not drawn)	-4%	3%	-3%	?	-32%	?	-47%	-14%	?	0%	2%
COc1ccccc1C1=NC(c2ccc(F)cc2)N=C1C (stereo not drawn)	7%	-3%	2%	-6%	-10%	?	?	4%	-19	3%	?
CCNCC(=O)N1c2ccccc2CCc2ccc(NC(=O)OCC)cc21	7%	-34%	-5%	-4%	-1%	?	-24%	0%	-7	-2%	-2%
CC[C@@H](C)[C@H](CN[C@H](CNC)[C@@H](C)O)NCCc1ccc(OC)cc1	3%	3%	-11%	-11%	-2%	-7%	11%	9%	-7	-3%	-3%
CCOc1ccccc1CNS(=O)(=O)c1cc(-c2cc(C)no2)ccc1OC	4%	11%	-11%	-9%	-15%	7%	-24%	-2%	-7	-5%	10%

Fetched by compound from the entries so far:
SMILES	A-T KAP1 phos	TCR activator	TSG101-PTAP inh	ELG1 repair inh	Eya2 inh	BCR signal inh	a7 integrin act	S-ASM inh	TSHR antag	Tb PFK inh	Mito fusion act
CCNCC(=O)N1c2ccccc2CCc2ccc(NC(=O)OCC)cc21	7%	-34%	-5%	-4%	-1%	?	-24%	0%	-7	-2%	-2%
O=C(Cc1ccc(Cl)cc1)NCCS(=O)c1ccc(Cl)cc1 (stereo not drawn)	2%	-1%	-2%	-2%	-2%	1%	-24%	-1%	33	-15%	1%
